Screening results from PubChem BioAssay.
Arr AP2 block: blocks beta-arrestin peptide binding to AP2 adaptin. FITC-arrestin peptide / GST-AP2 beads, flow cytometry; AP2 beta2 appendage carries R879A mutation. 0.31% of 340,000 active. AID 504490. inhibition, % at 10 µM;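 active = inhibition above a set limit, near 3 SD of compounds lacking own fluorescence, cut at about 54% in these data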;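 also: plate controls were DMSO wells for no effect and 5 µM unlabelled arrestin peptide for full effect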
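System: GST-AP2 R879A glutathione beads | Also added: FITC-arrestin peptide, 50 nM | Times: 12 min plus 1 h, RT | Signal: Bead flow cytometry, FITC channel | Buffer or medium: PBS with 0.05% Tween 20 and 0.1% BSA | Read-out basis: Percent drop in bead-associated FITC signal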
Mot1-301 SUMO: inhibitors of SUMOylation pathway: yeast Mot1-301 growth rescue; S. cerevisiae Mot1-301 growth rescue, ATP luminescence, 38.5C; percent above DMSO median, 100 means doubled; growth rescue, % at 18.8 µM; 1% of 320,000 active;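 active = every valid replicate shows activation above 250% relative to neutral control wells; inactive = the rest, any valid replicate at or below 250%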;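 also: OY570 slx delta 5 strain wells were the positive control but not used for scaling; some compounds called inactive have numbers as strong as hits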
PKA-R2B activ: activates the human PKA-R2B holoenzyme complex | P22694+P31323 | PKA-R2B holoenzyme dissociation, Cy5-IP20 fluorescence polarization; R2B truncated from residue 108, S112A mutant; 0% DMSO only, 100% 113 µM cGMP | activation, % at 11.4 µM | 0.079% of 340,000 active | AID 504700;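 active = activation above a cutoff set at the mean over all compounds plus 3 SD, cut at about 18% in these data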;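 also: higher means more holoenzyme dissociation and a rise in polarization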
Target sequence (P31323 whole entry, looked up, other chains not shown, the tested form may be a part): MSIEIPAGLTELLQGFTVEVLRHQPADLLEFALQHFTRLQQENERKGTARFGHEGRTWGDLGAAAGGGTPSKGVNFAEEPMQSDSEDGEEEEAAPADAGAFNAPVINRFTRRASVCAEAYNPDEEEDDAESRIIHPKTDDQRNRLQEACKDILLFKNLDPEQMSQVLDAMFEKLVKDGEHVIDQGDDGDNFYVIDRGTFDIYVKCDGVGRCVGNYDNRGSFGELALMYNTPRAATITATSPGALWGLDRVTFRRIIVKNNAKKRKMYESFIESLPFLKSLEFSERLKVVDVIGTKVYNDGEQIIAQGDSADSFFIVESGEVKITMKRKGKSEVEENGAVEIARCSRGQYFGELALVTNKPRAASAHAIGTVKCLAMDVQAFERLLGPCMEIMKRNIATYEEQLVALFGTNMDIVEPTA
NSD2 inh: NSD2 (human) methyltransferase inhibition. AID 743445. 0.54% of 310,000 active. O96028. inhibition, % at 12.5 µM. NSD2 peptide methylation, AlphaScreen, 120 min; in the data active = inhibition above about 50%
MITF act: activators of MITF-driven TRPM1 promoter activity in SK-MEL-5 cells; SK-MEL-5 TRPM1-promoter luciferase, 24 h; % of positive control, neutral wells = 0; activation, % at 12.5 µM; 0.75% of 300,000 active; AID 588334;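 active = mean activation of at least 80% with every replicate also reaching 80%; inconclusive = mean reaches 80% but some replicate falls short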;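 also: 0% = neutral control wells and 100% = parthenolide positive control wells; values of inactives mirror those of a sister screen read the other way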
CDK5 p35 inh: CDK5/p35 (human) kinase inhibition; Q00535+Q15078; Recombinant CDK5/p35, ADP-Glo luminescence, 60 min; inhibition, % at 10 µM; 0.01% of 330,000 active;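 active = highest replicate inhibition of at least 50% and at least 75% of replicates reaching 50%; inconclusive = only one of the two criteria met; inactive = both criteria failed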;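 also: plate controls were DMSO neutral control for no effect and GW8510 at 10 µM for full effect; many of its hits are not listed in these tables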
dFosB act: mouse delta FosB homodimer activation | 0.99% of 340,000 active | P13346 | purified delta FosB, TAMRA-CDK5 oligo fluorescence polarization; percent of positive-control signal above neutral wells | activation, % at 25 µM | AID 493131;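 active = mean activation above about 17%, with every replicate also reaching it, limit read from the data, passing the limit was not always enough; inconclusive = only one of the two conditions met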;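 also: fluorescence polarization rise as delta FosB binds a TAMRA Cdk5 AP-1 oligo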
SR-BI HDL uptake: inhibitors of mouse SR-BI mediated HDL lipid uptake | inhibition, % at 12.5 µM | AID 488896 | ldlA[mSR-BI] CHO cells, DiI-HDL uptake fluorescence, 3 h | Q61009 | 0.96% of 320,000 active;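 active = mean replicate inhibition of at least 70% and a set share of replicates each scoring 70 or more; inconclusive = meets just one of the two criteria; inactive = fails both criteria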;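 also: 0% = median of neutral control wells and 100% = median of positive control wells; values of inactives mirror those of a sister screen read the other way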
Target sequence (Q61009 whole entry, looked up): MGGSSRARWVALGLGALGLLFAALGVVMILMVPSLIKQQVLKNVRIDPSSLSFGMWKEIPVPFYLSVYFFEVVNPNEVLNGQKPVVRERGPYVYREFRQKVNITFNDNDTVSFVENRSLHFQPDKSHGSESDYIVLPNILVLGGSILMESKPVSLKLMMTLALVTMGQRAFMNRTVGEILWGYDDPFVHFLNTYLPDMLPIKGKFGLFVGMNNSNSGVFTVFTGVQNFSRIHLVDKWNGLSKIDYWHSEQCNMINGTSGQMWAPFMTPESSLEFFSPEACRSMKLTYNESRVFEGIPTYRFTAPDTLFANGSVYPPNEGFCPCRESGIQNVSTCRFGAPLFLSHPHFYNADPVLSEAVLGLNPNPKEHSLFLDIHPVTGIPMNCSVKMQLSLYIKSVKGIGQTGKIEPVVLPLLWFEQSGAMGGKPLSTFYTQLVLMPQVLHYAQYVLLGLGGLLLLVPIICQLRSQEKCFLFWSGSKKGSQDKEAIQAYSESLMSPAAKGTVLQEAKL
SR-BI uptake up: enhances SR-BI lipid uptake from DiI-HDL; CHO ldlA[mSR-BI] cells, DiI-HDL uptake fluorescence, 3 h; 100 = double the neutral-control signal; activation, % at 12.5 µM; 0.096% of 320,000 active;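 active = mean replicate activation of at least 60% and every replicate at or above 60%; inconclusive = mean or all-replicate condition met, but not both; inactive = mean below 60% and not all replicates reaching 60%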;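 also: 0% = median plate neutral-control signal and 100% = twice that signal; values of inactives mirror those of a sister screen read the other way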
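system = CHO ldlA[mSR-BI] cells, LDL receptor-null, SR-BI overexpressing | medium = Ham's F12 with 0.5% BSA, HEPES 25 mM, pH 7.4 | probe or stimulus = DiI-HDL 10 µg/mL | compound dosing = single-point compound dose | incubation = compound exposure 3 h, 37 °C | technique = DiI fluorescence, bottom read | read-out = cell-associated DiI fluorescence as measure of HDL uptake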
PKA-R1A activ: activates the PKA-R1A holoenzyme complex; P00514+P68181; 0.083% of 340,000 active; AID 504707; activation, % at 11.4 µM; PKA-R1A dissociation, Cy5-IP20 fluorescence polarization; scaled: DMSO 0%, 113 µM cGMP 100%;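 active = percent activation above the mean of all tested compounds plus 3 SD, cut at about 19% in these data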;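 also: higher means more PKAc released from R1A so a rise in polarization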
Pemphigus Ab inh: inhibitors of pemphigus antibody binding to human desmoglein-3; DSG3-coupled beads, scFv-anti-DSG3-GFP binding, flow cytometry; stronger effect = lower value; AID 588358; P32926; binding (percent of control), % at 10 µM; 0.48% of 310,000 active;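 active = binding more than 3 SD below its plate's average and above zero; inconclusive = below that plate limit but binding exactly zero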;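 also: hits lower antibody fragment binding to DSG3; some compounds called inactive have numbers as strong as hits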
* = called active by the depositor; ? = inconclusive; · = not tested or not shown; + = active, no number.

SMILES	Arr AP2 block	Mot1-301 SUMO	PKA-R2B activ	NSD2 inh	MITF act	CDK5 p35 inh	dFosB act	SR-BI HDL uptake	SR-BI uptake up	PKA-R1A activ	Pemphigus Ab inh
CCCCOC(=O)/C=C/c1c(C)[nH]c(=O)[nH]c1=O	·	6.7	10.4	-0.1	-3.0	0.6	-5.9	-16.9	16.9	1.1	95.8
Cc1cc2c(c(C)c1Cl)C(c1ccc3c(c1)OCO3)CC(=O)O2 (centres undefined)	33.2	·	-8.0	·	0.8	-0.2	-3.8	-18.2	18.2	-0.4	104.0
C=CCn1cnc2scc(-c3ccc(OC)cc3)c2c1=O	5.0	-14.6	2.5	-4.0	1.3	-2.0	-1.8	19.0	-19.0	-5.6	100.4
Cc1nc2ccccc2c(=O)n1CCCO	-5.6	-14.1	-9.6	-0.7	·	1.0	-6.5	-9.4	9.4	4.2	·
Cc1cc(C)cc(NC(=O)C2CCCN(S(=O)(=O)c3cnc[nH]3)C2)c1 (centres undefined)	13.9	-10.8	8.6	·	-18.9	0.3	-5.9	1.1	-1.1	0.6	109.8
O=C(Nc1ccc(-c2csc(-c3ccccc3)n2)cc1)c1ccccc1Cl	14.2	-6.4	-7.5	0.9	-1.0	1.0	13.2	59.7	-59.7	-2.1	97.3
CCOC(=O)N1CCC(NC(=O)CS(=O)(=O)Cc2nc(-c3ccccc3C)oc2C)CC1	6.9	-20.3	5.4	·	-6.6	-0.4	6.0	28.9	-28.9	-1.8	106.3
CC(Oc1ccccc1)c1ccn[nH]1 (centres undefined)	11.7	13.1	3.1	8.5	-1.4	-0.8	3.9	-43.2	43.2	0.7	103.0
CN1CCC(N(C)C(=O)c2ccc(Cl)c(S(=O)(=O)Nc3cc(Cl)ccc3Cl)c2)CC1	4.2	-0.5	-10.2	4.2	14.3	0.3	3.3	-27.9	27.9	6.2	·
O=[N+]([O-])c1ccc(N2CCN(c3ccccc3O)CC2)c(Cl)c1	-4.1	17.3	-8.2	2.9	20.7	0.0	-8.2	39.9	-39.9	-5.8	·
Nc1c(N2CCOCC2)cc(Cl)c2nonc12	9.2	-4.0	5.8	17.0	9.5	-0.6	-4.4	-4.0	4.0	7.7	86.8
COc1ccc2nc(NC(=O)C3CCN(S(=O)(=O)c4cccs4)CC3)sc2c1	-2.4	156.8	-11.2	·	-28.2	-0.4	25.3*	18.1	-18.1	-9.6	92.9
CC12CCC(C(=O)Nc3ccccc3-n3cccc3)(CC1=O)C2(C)C (centres undefined)	16.7	-15.1	0.0	-0.8	-2.7	1.0	6.0	-2.9	2.9	5.4	103.3
Cc1ccc(S(=O)(=O)Nc2ccc(NC(=O)c3c(F)c(F)c(F)c(F)c3F)cc2)cc1	-10.5	-5.3	-6.2	-7.2	-21.0	1.9	-9.9	10.3	-10.3	-23.0	101.2
CCN1C[C@@H]2[C@@H]3C(=O)N(Cc4ccccc4)C(=O)[C@@H]3[C@](CC)(C(=O)OC)N2C1=NCc1ccccc1	-7.1	·	-9.4	·	6.6	-0.3	-7.3	10.3	-10.3	-2.1	98.0
CCC(C)Cn1c(C)nc2ccccc21 (centres undefined)	0.0	-1.6	12.5	0.2	1.1	0.2	6.4	-5.1	5.1	-4.5	105.7
C=C(C)C1CC=C(C)/C(=N/NC(=O)CCC(=O)Nc2ccccc2Cl)C1 (centres undefined)	13.1	5.5	-5.3	-5.2	-3.8	8.3	1.9	-10.5	10.5	-3.2	·
CCOC(=O)CC(=O)Nc1ccn[nH]1	-2.1	-2.4	1.9	-0.7	-12.9	0.0	-1.4	-20.8	20.8	9.0	109.8
c1ccc2c(c1)OCC(c1csc3ncnc(N4CCOCC4)c13)O2 (centres undefined)	1.9	-14.6	5.8	-6.7	-14.2	-4.2	2.2	11.6	-11.6	0.8	100.2
COc1ccc(/C(C)=N/OCC(=O)Nc2nc3ccccc3s2)cc1	14.7	3.1	4.2	1.6	-0.4	-0.7	-5.3	-3.9	3.9	1.6	131.7
O=C(NCc1cccnc1)C1CCN(S(=O)(=O)N2CCOCC2)CC1	14.1	2.0	-2.0	5.7	-3.6	1.4	-2.3	-16.9	16.9	1.5	110.1
CC(C)N(Cc1nc2ccccc2[nH]1)C(C)C	5.7	1.5	16.8	·	·	1.0	0.2	-16.0	16.0	-7.9	105.7
CC(Sc1ccc(Cl)cc1)C(=O)NNC(=O)c1ccccc1O (centres undefined)	-18.6	100.9	-9.7	-6.4	4.9	0.1	0.4	97.0*	-97.0	-4.1	111.5
CN(CCC1CCOCC1)C(=O)C1CCC(=O)N(CCc2cccc(F)c2)C1 (centres undefined)	40.7	4.9	11.3	-3.0	-1.3	0.7	-6.6	-0.8	·	-13.3	112.1
COC(=O)c1cc2sccc2n1Cc1nc(-c2cccc(Cl)c2)oc1C	0.6	-8.8	6.3	·	2.9	0.0	-4.5	-14.8	14.7	7.3	97.3
O=C(NNC(=O)c1ccc(Br)cc1)c1ccncc1	-11.0	1.2	3.6	-1.9	·	0.0	4.0	-30.0	30.0	-2.5	123.1
Cc1ccc(S(=O)(=O)N(C)Cc2ccc(C(=O)N/N=C/c3ccc(OC(F)F)cc3)cc2)cc1	6.0	-6.8	-1.1	-3.7	-15.1	-9.7	-3.0	61.8	-61.8	-10.9	85.8
CCOC(=O)c1[nH]c(CN2CCN(c3ccc(OC)cc3)CC2)c(C(=O)OCC)c1C	-11.9	3.3	-1.8	3.9	1.5	0.8	-12.6	11.0	-11.0	-17.2	104.4
CCOC(=O)C1C(=O)Oc2ccc3ccccc3c2C1C1CCOC1=O (centres undefined)	7.9	-6.7	2.6	·	1.7	-0.3	-7.5	3.8	-3.8	6.1	105.9
O=C(c1cn[nH]c1)N1CCc2c([nH]c3ccccc23)C1c1c(F)cccc1Cl (centres undefined)	0.1	8.5	-3.3	5.6	-26.9	4.2	1.5	62.4	-62.4	-7.2	100.4
Cc1nn(-c2ccccc2)c(Cl)c1C(=O)OCC(=O)NCCc1ccc(S(N)(=O)=O)cc1	5.2	·	-15.4	0.1	0.4	-5.5	-0.7	15.2	-15.2	-7.7	105.3
O=C(c1ccc(OC2CCN(CCc3ccccc3)CC2)cc1)N1CCCCC1CCCO (centres undefined)	-16.5	-13.7	5.4	7.3	7.7	0.6	-0.9	-8.1	8.1	6.1	·
N#C/C(=C\c1c[nH]c2ccccc12)C(=O)NCC1CCCO1 (centres undefined)	33.7	-0.3	-8.3	-1.1	22.2	0.6	-2.6	23.8	-23.8	-4.0	102.1
CCCN(CCC)S(=O)(=O)c1ccc(C(=O)Nc2nnc(-c3cc(OC)cc(OC)c3)o2)cc1	3.4	6.5	2.8	·	-35.3	-0.7	-4.1	?	-71.9	6.7	97.2
Cc1ccc(C)c(OCCC(=O)OCC(=O)NC2CC2)c1	-0.9	9.0	-6.5	-2.2	3.6	1.8	-2.6	-13.4	13.4	-3.9	96.5
COCCN(C(=O)COC(=O)/C=C/c1cccc(C(F)(F)F)c1)c1c(N)n(CC(C)C)c(=O)[nH]c1=O	-5.2	1.8	-0.3	-8.8	-10.0	-0.7	-7.7	-9.4	9.4	-13.9	116.8
Cc1ccc([C@@H]2C3COCC=C3C(C#N)=C(N)C2(C#N)C#N)o1 (some centres undefined)	-6.6	·	-17.5	·	-9.6	1.7	-17.9	-19.6	19.6	-6.5	100.0
CC(C)NC(=O)c1sc2c(c1C(=O)Nc1cccnc1)CCCC2	-12.5	1.7	3.5	0.4	-7.7	-1.1	-2.3	9.1	-9.1	-1.8	111.2
CC(=O)c1ccc(N2CCN(S(=O)(=O)c3ccc4ccccc4c3)CC2)cc1	-2.9	-17.1	1.9	-0.7	-6.5	-4.1	-10.6	22.6	-22.5	5.8	·
Fc1ccccc1OCCCCN1CCCCC1	1.0	57.1	2.4	4.0	+	-1.1	-4.1	-21.5	21.5	-0.7	98.2
Cc1ccc(N2C(=O)c3ccc(N)cc3C2=O)cc1C	1.9	-5.4	-9.2	-4.6	·	1.8	-0.5	-1.8	1.8	-9.0	80.6
COC(=O)[C@@H](NCc1cccc(CN[C@H](C(=O)OC)C(C)C)c1)C(C)C	-11.0	-6.1	-3.5	·	3.8	-0.4	3.6	-38.6	38.6	4.2	97.7
CC1(C)CCc2c([nH]c3ccccc3c2=O)O1	-1.1	-9.1	4.8	·	14.4	-2.1	0.2	-9.3	9.3	-6.4	105.1
CCCCn1c(SCC(=O)NC2CCS(=O)(=O)C2)nc2ccccc2c1=O (centres undefined)	-9.4	128.9	7.2	-4.9	11.8	1.1	-0.3	-6.4	6.4	10.7	102.6
CCc1ccc(N=C2NC(=O)/C(=C/c3ccc(OCC(=O)O)cc3)S2)cc1	2.7	-1.5	6.0	2.1	·	0.4	-3.1	-26.6	26.6	4.0	121.5
Cc1cc(NC(=O)c2cc(-c3ccccn3)nc3ccccc23)no1	5.3	-11.2	0.3	-1.3	8.5	1.2	-16.0	22.3	-22.3	-2.2	86.3
O=C(NCCc1ccccc1)Oc1ccc(Cl)cc1	-2.6	-2.1	-9.7	-2.3	·	-1.5	-4.8	-2.4	2.4	-4.1	118.3
CCOC(=O)C(=NCC1CCCO1)NNc1cc(Cl)ccc1Cl (centres undefined)	23.2	88.3	-2.5	2.3	-7.8	1.5	-14.3	54.8	-54.8	-0.8	103.5
COc1cc(C#Cc2c(-c3cncn3C)n(C)c3ccc(-c4ccc(CN5CCOCC5)cc4)cc23)cc(OC)c1	4.2	76.9	11.0	·	28.0	-0.6	9.8	-29.1	29.1	2.3	100.1
CCn1c(C)nc2c1C(=O)c1ccccc1C2=O	-4.2	9.2	1.0	6.1	-10.2	0.1	-3.6	-1.7	1.7	-2.8	94.5
